TCR CD3 inh – human TCR-CD3 binding inhibition | AID 651800 | inhibition, % at 9.4 µM | 0.37% of 360,000 active | TAMRA-labeled TCR probe fluorescence, biochemical; in the data active means inhibition above about 19%;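 further: recombinant mutant TCR 2C K166C tagged with TAMRA read by polarization; 0% = receptor in buffer alone and 100% = receptor with positive control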
LEDGF integ inh – blocks HIV-1 LEDGF/p75-dependent DNA integration; TR-FRET IN-LEDGF/p75 DNA integration, Eu/Cy5; inhibition, % at 3.7 µM; 0.64% of 370,000 active;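 active means inhibition above the screen-wide mean plus 3 SD, cut at about 13% in these data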;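 further: signal is the Cy5 over europium emission ratio at 671 and 618 nm; 0% = plate median of compound wells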
PRMT1 FP inh – blocks human protein arginine methyltransferase 1 | Q99873 | recombinant PRMT1, activity-based probe fluorescence polarization | inhibition, % at 2.79 µM | 1.3% of 370,000 active | AID 652257;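 active means inhibition above about 21% made by adding two undisclosed values, limit read from the data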
DDE Tn7 FP inh – DD(E)-Tn7 binding inhibition, primary FP screen. P02675. FP displacement of FITC-Tn7 peptide from fibrin DD(E); 0% = median of compound wells per plate. inhibition, % at 8.3 µM. 0.13% of 370,000 active;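 active means inhibition above the mean of compounds falling within the control limits plus 3 SD of them, cut at about 14% in these data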;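 further: 0% = plate median of compound wells and 100% = 10 µM Aha-Tn7 peptide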
Target sequence (P02675 whole entry, looked up): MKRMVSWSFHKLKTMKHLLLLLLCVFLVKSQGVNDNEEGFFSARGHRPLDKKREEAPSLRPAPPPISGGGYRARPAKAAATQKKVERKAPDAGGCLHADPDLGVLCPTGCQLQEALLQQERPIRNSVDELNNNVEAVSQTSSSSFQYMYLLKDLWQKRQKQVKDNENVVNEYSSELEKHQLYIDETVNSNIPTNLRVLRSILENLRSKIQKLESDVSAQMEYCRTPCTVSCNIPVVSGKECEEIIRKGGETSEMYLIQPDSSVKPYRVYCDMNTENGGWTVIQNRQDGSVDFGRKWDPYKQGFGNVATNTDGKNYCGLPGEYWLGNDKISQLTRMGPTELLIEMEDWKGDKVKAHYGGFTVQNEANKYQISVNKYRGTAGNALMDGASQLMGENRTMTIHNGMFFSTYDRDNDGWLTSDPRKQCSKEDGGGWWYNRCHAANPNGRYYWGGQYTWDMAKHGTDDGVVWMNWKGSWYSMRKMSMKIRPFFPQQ
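Assay system: human fibrin DD(E). Input: DD(E) 2 µM final. Medium: Tris buffer with calcium and detergent, pH 7.8. Compound dosing: single point at 8.3 µM. Timing: 10 min plus 3 h, room temperature. Technique: fluorescence polarization of the labelled Tn7 tracer. Read-out: percent inhibition. Replicates: singlicate testing.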
TDP2 inh – blocks human TDP2 phosphodiesterase activity; O95551; recombinant TDP2, T5PNP hydrolysis, p-nitrophenol absorbance 415 nm; inhibition, % at 12.8 µM; 0.34% of 370,000 active;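 active means inhibition above the mean of all tested compounds plus 3 SD, set per campaign, cut at about 25% in these data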;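 further: 0% = DMSO with enzyme and 100% = buffer with substrate but no TDP2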
Target sequence (O95551 whole entry, looked up): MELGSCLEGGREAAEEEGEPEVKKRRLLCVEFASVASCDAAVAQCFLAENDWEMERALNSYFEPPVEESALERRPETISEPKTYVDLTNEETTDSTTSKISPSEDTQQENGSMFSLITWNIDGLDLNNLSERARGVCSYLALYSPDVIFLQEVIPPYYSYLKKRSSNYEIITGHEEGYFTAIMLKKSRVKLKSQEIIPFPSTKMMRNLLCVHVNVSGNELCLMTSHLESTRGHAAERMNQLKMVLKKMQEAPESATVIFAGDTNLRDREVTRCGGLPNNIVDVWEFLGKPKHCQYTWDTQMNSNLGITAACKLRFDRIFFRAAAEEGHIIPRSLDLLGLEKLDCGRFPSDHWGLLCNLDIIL
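Test system: human TDP2 enzyme; Input: 120 nM TDP2 per well; Buffer or medium: Mg2+-containing Tris-HCl buffer, pH 7.5; Reagent: 5 mM T5PNP; Dosing: 12.8 µM single point, 1% DMSO; Incubation: reaction 2 h, 37 °C; Detection: p-Nitrophenol epi absorbance; Read-out: % inhibition relative to enzyme-containing and enzyme-free wells; Replicates: single well per compound.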
Tn6 DDE FP – disrupts Tn6 cyclic peptide binding to fibrin D-Dimer-E complex | P02675 | Fibrin DD(E) TRITC-Tn6 fluorescence polarization displacement | inhibition, % at 8.3 µM | 0.21% of 370,000 active | AID 720509;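 active means inhibition above a per-campaign cutoff: mean of compounds within control limits plus 3 SD, cut at about 15% in these data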;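 further: 0% = median of all compound wells on the plate and 100% = blocking peptide control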
UHRF1 binding – blocks human UHRF1 binding to methylated DNA; Q96T88; UHRF1 binding to methylated oligo, TR-FRET; inhibition, % at 4.4 µM; 0.75% of 370,000 active; in the data active means inhibition above about 21%;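 further: UHRF1 SRA domain binding a hemimethylated CpG hairpin DNA probe; 0% = median of test compound wells and 100% = reference inhibitor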
proKLK7 act – activators of human kallikrein-7 zymogen; P49862; purified proKLK7, EDANS-DABCYL substrate fluorescence; 100% is mature enzyme control, 0% vehicle; activation, % at 7 µM; 0.9% of 370,000 active;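 active means activation above the mean of all tested compounds plus 3 SD, computed per campaign excluding outliers beyond control limits, cut at about 13% in these data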
Target sequence (P49862 whole entry, looked up): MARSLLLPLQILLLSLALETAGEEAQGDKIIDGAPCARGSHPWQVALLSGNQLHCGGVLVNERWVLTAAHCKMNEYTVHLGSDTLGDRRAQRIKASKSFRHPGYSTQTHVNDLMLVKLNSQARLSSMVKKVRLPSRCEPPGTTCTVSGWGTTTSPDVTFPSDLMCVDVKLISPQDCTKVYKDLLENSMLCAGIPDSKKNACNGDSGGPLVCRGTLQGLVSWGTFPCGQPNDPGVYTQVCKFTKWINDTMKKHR
SIAE primary – blocks human sialic acid acetylesterase; Q9HAT2; SIAE FP-Rh probe binding, fluorescence polarization; inhibition, % at 9.66 µM; 0.69% of 370,000 active; AID 1053197;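 active means inhibition above a cutoff: mean of compounds within the control limits plus 3 SD of those, cut at about 17% in these data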;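 further: 0% = plate median of compound wells and 100% = probe without SIAE protein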
MBD2 inh – inhibitors of human MBD2 binding to methylated oligonucleotide; 0.31% of 370,000 active; inhibition, % at 4.4 µM; Q9UBB5; TR-FRET; in the data active means inhibition above about 13%
* marks the source's active call; other numbers are inactive results; . = not tested or not shown. Rows are unselected (roughly 4.6% active in at least one column).

SMILES	TCR CD3 inh	LEDGF integ inh	PRMT1 FP inh	DDE Tn7 FP inh	TDP2 inh	Tn6 DDE FP	UHRF1 binding	proKLK7 act	SIAE primary	MBD2 inh
CNS(=O)(=O)c1cccc(C(=O)OCC(=O)c2ccc3c(c2)OCCO3)c1	-1.7	-3.9	6.1	1.2	-7.1	6.1	4.3	-0.2	-3.4	0.9
COc1ccc(-c2nc3ccc(C)cn3c2Cc2cccc(F)c2)cc1OC	-6.1	1.9	8.6	-4.4	0.6	5.6	20.5	-3.9	-1.4	1.8
CCCc1nnc(NC(=S)Nc2ccccc2)s1	0.4	3.6	-5.7	-3.6	1.7	0.1	-1.4	-0.2	-2.5	6.2
COc1ccc(N(CCC#N)C(=O)/C(C#N)=C\c2cccs2)cc1	6.2	-1.7	-3.0	3.1	17.9	1.6	1.1	-0.2	5.2	1.4
COc1ccc(-c2nnc(SCc3nnc(-c4ccc(Cl)cc4)o3)n2-c2ccccc2)cc1	4.4	-2.3	-3.7	-3.3	-1.5	1.9	-0.7	-0.3	-2.7	4.6
COc1cccc(NC(=O)Nc2ccc(CC(=O)O)cc2)c1	2.8	0.1	-1.0	-4.8	8.0	-6.0	0.2	0.4	-2.4	3.8
Cc1cc(C(=O)Nc2nnc(-c3ccccc3)s2)no1	7.3	-3.5	-2.3	4.8	-0.6	10.8	-0.1	-0.6	0.5	-5.4
Cc1cc(OC(=O)c2ccccc2Cl)c([N+](=O)[O-])c(=O)[nH]1	7.2	-1.6	-2.5	-4.2	0.1	-12.1	-2.4	-0.5	2.5	-2.7
COc1ccc(C(=O)CN2C(=O)NC3(CCCc4ccccc43)C2=O)cc1OC (configuration not stated)	-2.7	-2.2	-0.9	1.3	4.5	4.7	-0.9	-0.2	-1.6	0.2
O=C(c1ccco1)N1CCN(Cc2cc(=O)c(OCc3cccc(F)c3)co2)CC1	-7.6	-2.3	-0.4	-6.3	-8.0	2.8	3.0	-0.5	4.0	-2.4
COc1ccc(/C(C)=N\NC(=O)c2ccc(-c3ccccc3)cc2)c(F)c1	9.1	-0.3	0.1	7.8	-5.1	1.9	-3.9	-1.4	-2.3	-3.6
CC1SCC(=O)N(CC(=O)Nc2ccc3c(c2)OCCO3)C1=O (configuration not stated)	7.0	2.1	0.6	1.9	10.9	3.5	0.4	-0.6	-3.0	0.3
CCC1S/C(=N/N=C/c2ccco2)N(Cc2ccccc2C)C1=O (configuration not stated)	10.7	0.1	-1.5	6.9	4.5	7.9	-2.6	1.1	1.9	-6.8
CCOc1ccc(NC(=O)CSc2n[nH]c(=O)n2-c2ccccc2)cc1	-2.4	0.0	2.7	3.1	-12.6	-7.0	4.0	-0.4	-2.6	1.1
Nc1ccc(S(=O)(=O)Nc2cnc3c(Cl)cccc3n2)cc1	-0.7	2.1	3.5	2.8	6.8	1.9	4.5	0.6	-2.9	-6.0
O=C(Cc1coc(-c2ccc(F)cc2)n1)N1CCOCC1	-4.8	-1.0	1.2	-3.4	7.3	-8.8	1.2	0.3	2.2	0.2
COc1cccc(CNC(=S)Nc2ccc3c(c2)c(=O)n(C)n3C)c1	1.4	-0.1	3.6	-3.7	17.1	-2.4	2.7	25.4*	9.5	-0.7
Cc1cc(C)n(-c2nnc3n2N=C(c2c[nH]c4ccccc24)CS3)n1	5.3	0.6	-0.1	-1.5	-8.4	2.7	0.0	0.6	-0.4	0.8
N#Cc1ccc(COC(=O)c2cnc(Cl)c(Cl)c2)cc1	-5.8	-1.0	-3.6	-10.7	-12.2	-7.5	2.4	-0.7	4.3	-1.1
CCOCCCNC(=O)c1cc(Sc2ccc(F)cc2)nc2ccccc12	-3.2	3.5	2.5	-0.1	-2.2	3.5	4.2	1.1	-16.3	8.2
CN(C)CCCN1C(=O)c2cccc3c([N+](=O)[O-])ccc(c23)C1=O	-2.0	2.5	16.9	-1.7	-0.5	-0.9	0.3	-0.4	4.8	5.1
COc1ccc(OCc2cc(C(=O)N3CCCC(CO)C3)no2)c2ccccc12 (configuration not stated)	4.2	-0.6	3.6	-6.5	0.4	1.9	-1.6	0.3	6.4	-5.2
COCCN(C(=O)COC(=O)CSc1cc(C)ccc1C)c1c(N)n(Cc2ccccc2)c(=O)[nH]c1=O	7.3	5.0	0.4	2.8	3.1	-8.4	8.2	0.7	-4.7	1.6
Cc1ccc(-n2c(SCC(=O)Nc3ccc4c(c3)OCO4)nnc2-c2ccccn2)cc1	-2.7	2.8	-6.0	2.1	-8.5	2.8	2.3	0.7	7.7	8.0
CCCCc1c(-c2ccccc2OC)ncn1Cc1cccc(F)c1	6.7	1.1	3.6	-1.7	7.9	-4.2	-2.2	0.9	5.0	-3.9
O=C(CCCCCN1C(=O)CCC1=O)NCc1ccccc1	4.9	1.1	-1.8	-5.5	-5.9	-2.4	-0.5	0.2	1.5	3.4
Cc1cc(C)c(C)c(S(=O)(=O)Nc2ccc(OCC(=O)O)cc2)c1C	-3.8	-1.1	5.5	7.1	-0.1	-8.5	0.3	-0.3	-1.7	-1.1
S=c1[nH]nc(COc2ccccc2)n1/N=C/c1ccccc1Cl	-11.3	-1.9	23.0*	-4.9	0.7	0.8	2.2	1.0	6.5	2.0
O=C(Nc1ccc2c(c1)S(=O)(=O)N=C1CCCCCN12)c1ccccc1Cl	-6.5	11.3	-2.8	1.9	-3.2	-1.8	3.9	0.1	-2.2	3.7
Nc1nc(N)c2cc(S(=O)(=O)c3ccc4ccccc4c3)ccc2n1	-0.9	2.2	3.6	-0.6	-1.7	-1.5	0.3	9.6	-0.4	2.1
Cc1ccc(C(=O)NCc2cccnc2)cc1S(=O)(=O)N1CCCCCC1	7.7	1.1	-3.9	-5.5	17.6	2.6	-0.5	-0.2	-2.6	-3.5
CCOC(=O)c1sc(Nc2ccc(OCC)cc2)nc1C	-3.9	-1.3	0.1	-5.5	0.4	-4.3	0.4	-1.1	6.6	1.7
Cc1nonc1C(=O)N/N=C/c1ccc(O)cc1O	0.6	-13.0	-0.9	6.4	-11.8	3.7	1.6	-0.2	3.8	-3.6
COc1ccc2nc(-n3c(C)ccc3C)sc2c1	5.0	0.6	-0.8	0.1	0.1	2.5	16.4	3.6	-5.0	4.8
Cc1nnnn1CC(=O)Nc1ccccc1[N+](=O)[O-]	4.6	0.8	-1.0	-9.8	7.0	2.5	1.0	-0.2	2.5	-3.5
COCCCNC(=O)/C=C/c1ccc(Cl)cc1Cl	8.0	-2.6	-1.7	1.3	8.3	0.0	-2.1	-0.6	4.2	-1.1
CN1/C(=C\C(=O)c2cccc(S(=O)(=O)N3CCCCC3)c2)C(C)(C)c2ccccc21	4.5	5.1	-0.1	-4.6	-5.9	-5.7	-1.1	-0.3	-7.7	-0.5
O=C(Cc1ccccc1F)NNC(=O)c1cccs1	-6.3	2.7	-2.4	-6.8	-2.7	-3.0	0.0	0.1	4.5	0.1
CC(=O)NCCNC(=O)[C@H](Cc1ccccc1)NC(=O)c1cccs1	4.6	-0.5	-3.0	5.8	9.0	1.8	-0.8	0.2	1.2	-1.0
O=c1[nH]c(=O)n(CCc2ccc(F)cc2)c(O)c1C=NCc1ccc2c(c1)OCO2	4.2	2.3	0.6	-3.9	-1.1	-1.4	-3.0	-0.3	-1.1	-1.7
O=C(CN1CCN(Cc2ccc3c(c2)OCO3)CC1)c1c[nH]c2ccccc12	2.6	1.9	-2.4	-5.7	3.0	2.6	-5.9	-0.4	3.1	-4.4
CC(C)C(=O)Nc1ccc(NC(=O)c2ccco2)cn1	5.2	-1.2	1.4	3.4	5.7	5.6	-2.7	-0.4	7.2	-3.8
COc1ccc(OCCNC(=O)C2(C)CCN2Cc2ccc3ccccc3c2)cc1 (configuration not stated)	1.1	5.9	0.6	-2.6	2.5	7.0	-1.2	0.4	-8.0	-0.1
COc1ccc(Cl)cc1NC(=S)NNC(=O)c1cccs1	-2.9	2.4	-7.3	7.1	-6.0	2.1	0.4	4.9	0.5	1.2
COC(=O)[C@]12C[C@H](CC(=O)NCCC(C)C)C(=O)N(Cc3ccc4c(c3)OCO4)C1=C[C@H](C(C)C)O[C@@H]2C1CC1	.	3.3	-2.1	6.7	-3.4	-3.3	-2.0	0.0	4.3	-6.5
N=c1c(C(=O)NCc2ccc(F)cc2)cc2c(=O)n3ccccc3nc2n1CC1CCCO1 (configuration not stated)	0.3	-0.3	1.4	1.1	-2.3	6.1	-4.5	21.1*	-2.7	-2.1
CN(CC(=O)Nc1ccc(F)cc1)CC(=O)N1CCCC1	-2.9	-3.5	0.2	1.2	4.3	-5.9	0.0	-0.5	-2.5	-1.4
CCCn1cnc2c(=S)nc(N)[nH]c21	4.0	-4.0	4.0	-0.5	-6.5	-3.0	1.5	0.1	6.5	-1.2
COC(=O)c1ccc(NC(=S)NC(=O)c2c(-c3ccccc3)noc2C)cc1	6.7	2.9	-4.6	-4.7	-7.9	3.7	-3.0	0.2	1.0	-5.6
Oc1ccc(C[C@H]2CNC(=S)N2C[C@H]2CCCN2C[C@H](Cc2ccccc2)N2C[C@H](Cc3ccccc3)N(CC3CCCCC3)C2=S)cc1	0.5	4.9	-1.4	2.8	4.1	-1.9	-3.1	-0.2	-2.6	4.6
New compounds follow
SMILES	TCR CD3 inh	LEDGF integ inh	PRMT1 FP inh	DDE Tn7 FP inh	TDP2 inh	Tn6 DDE FP	UHRF1 binding	proKLK7 act	SIAE primary	MBD2 inh
NC(=S)Nc1nc2ccccc2[nH]c1=O	9.1	-0.2	4.0	5.0	4.5	2.1	-1.4	-0.5	7.8	-7.0
CCOc1ccc(Br)cc1-c1noc(-c2cccs2)n1	-2.2	-0.9	2.0	2.4	-4.0	10.2	3.3	-0.9	0.2	4.2
Cc1nn(CC(=O)Nc2cc(S(=O)(=O)N3CCOCC3)ccc2Cl)c(C)c1[N+](=O)[O-]	4.6	7.8	-0.8	-2.0	3.5	8.4	-0.6	0.9	-7.2	0.8
O=C(Cn1cccc1)NC1CCCCCC1	11.1	2.0	-2.3	4.8	7.0	8.7	-3.1	2.1	9.1	-10.3
Cc1cccc(C)c1NC(=O)CN1CCN(CC(=O)c2cc(C)n(C3CC3)c2C)CC1	0.0	2.1	-2.7	-4.7	2.7	3.5	-3.0	-0.3	14.1	0.4
CCOC(=O)N1CCN(C(=S)NC(=O)c2ccc(F)cc2)CC1	-2.8	-1.2	-3.2	-5.7	0.7	6.4	-3.4	0.1	5.4	2.5

Part of the list above in order of molecular weight, lowest first:
SMILES	TCR CD3 inh	LEDGF integ inh	PRMT1 FP inh	DDE Tn7 FP inh	TDP2 inh	Tn6 DDE FP	UHRF1 binding	proKLK7 act	SIAE primary	MBD2 inh
NC(=S)Nc1nc2ccccc2[nH]c1=O	9.1	-0.2	4.0	5.0	4.5	2.1	-1.4	-0.5	7.8	-7.0
Cc1cccc(C)c1NC(=O)CN1CCN(CC(=O)c2cc(C)n(C3CC3)c2C)CC1	0.0	2.1	-2.7	-4.7	2.7	3.5	-3.0	-0.3	14.1	0.4
Cc1nn(CC(=O)Nc2cc(S(=O)(=O)N3CCOCC3)ccc2Cl)c(C)c1[N+](=O)[O-]	4.6	7.8	-0.8	-2.0	3.5	8.4	-0.6	0.9	-7.2	0.8

High-throughput results from PubChem BioAssay.
